POLK inh = qHTS for Inhibitors of Polymerase Kappa; DNA polymerase kappa (Homo sapiens), Q9UBT6; purified Pol kappa, fluorescent DNA synthesis assay, 10 min; Potency, µM (titrated, usually from 107 µM), for inactives: top-dose activity, negative = inhibition, hits mostly inhibitors; 0.53% of 400,000 active; AID 588579, 2011; also: % is scaled to controls: 0 for no effect and ±100 for the full control effect
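10 nM Pol kappa was preincubated with compounds for 15 min at room temperature. Reaction started with 50 nM (final) substrate. Fluorescence read kinetically at 0 and 10 min.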
G9a block = qHTS Assay for Inhibitors of Histone Lysine Methyltransferase G9a. G9a H3K9 monomethylation, AlphaScreen, 2 h. Potency, µM (highest dose often 102 µM), for inactives: top-dose activity, negative = inhibition, actives largely listed as inhibitors. AID 504332, 2011. 8.8% of 350,000 active; also: % is scaled to controls: 0 for no effect and ±100 for the full control effect; nearly all actives have a fitted effect of over 75% in size
Target sequence (Q96KQ7 913-1193 limits assumed): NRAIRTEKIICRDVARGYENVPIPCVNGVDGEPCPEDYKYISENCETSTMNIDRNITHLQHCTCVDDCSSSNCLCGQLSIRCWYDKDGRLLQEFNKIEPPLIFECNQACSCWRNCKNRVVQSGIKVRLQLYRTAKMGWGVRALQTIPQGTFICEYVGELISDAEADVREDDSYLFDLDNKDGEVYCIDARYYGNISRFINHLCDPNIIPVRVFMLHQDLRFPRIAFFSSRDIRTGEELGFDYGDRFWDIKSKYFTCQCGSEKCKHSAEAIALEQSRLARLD
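Readings reflect AlphaScreen signal from monomethyl-H3K9 antibody detection. HMT at 20 nM; substrate b-H3K9 500 nM; cofactor SAM 20 uM; 2 h RT reaction; compounds tested as titrations in qHTS with 15 min preincubation.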
POLH inh = qHTS for Inhibitors of Polymerase Eta. DNA polymerase eta (Homo sapiens), Q9Y253. Potency, µM (top dose mostly 114 µM), for inactives: at the top dose activity change, negative = inhibition, hits mostly inhibitors. recombinant Pol eta, fluorescent DNA replication assay. AID 588591, 2011. 1.2% of 390,000 active; also: % is scaled to controls: 0 for no effect and ±100 for the full control effect
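Pol eta at 10 nM preincubated with compounds 15 min at room temperature; reaction started with fluorescent substrate (50 nM final) and read kinetically at 0 and 10 min.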
POLB inh = qHTS Assay for Inhibitors of DNA Polymerase Beta; P06746; Pol beta primer extension/strand displacement, fluorescence kinetic; Potency, µM (titrated, usually from 114 µM), for inactives: at the highest dose activity change, negative = inhibition, most hits filed as inhibitors; 1.3% of 340,000 active; AID 485314, 2010; also: % is scaled to controls: 0 for no effect and ±100 for the full control effect
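Values derive from four-parameter Hill fits of normalized kinetic data: reads at 0 and 10 min following addition of 50 nM substrate to 10 nM Pol beta preincubated 15 min with compound.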
JMJD2A Tudor = qHTS Assay for Inhibitors of JMJD2A-Tudor Domain | Lysine-specific demethylase 4A (Homo sapiens), O75164 | AlphaScreen JMJD2A-Tudor / H3K4me3 peptide binding | Potency, µM (doses to about 114 µM), for the others: top-dose activity change, negative = inhibition, actives largely listed as inhibitors | 4.4% of 390,000 active | AID 504339, 2011; also: % is scaled to controls: 0 for no effect and ±100 for the full control effect; nearly all actives have a fitted effect of over 50% in size
BLM helicase inh = qHTS Assay for Inhibitors of Bloom's syndrome helicase (BLM) | 0.2% of 350,000 active | recombinant BLM DNA unwinding, fluorescence dequenching | RecQ-like DNA helicase BLM (Homo sapiens), P54132 | Potency, µM (highest dose often 56.1 µM), without a hit: top-dose activity change, negative = inhibition, actives largely listed as inhibitors;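 also: plate controls were vehicle for no effect and no enzyme for full effect; nearly all actives have a fitted effect of over 35% in size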
BAZ2B block = qHTS Assay for Inhibitors of BAZ2B; Bromodomain adjacent to zinc finger domain protein 2B (Homo sapiens), Q9UIF8; AlphaScreen BAZ2B-H3K14Ac peptide displacement; Potency, µM (top dose mostly 114 µM), inactives show at the highest dose activity change, negative = inhibition, usual class: inhibitors; 4.4% of 360,000 active; also: % is scaled to controls: 0 for no effect and ±100 for the full control effect; nearly all actives have a fitted effect of over 60% in size
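Complex of BAZ2B and biotin-H3K14Ac (50 nM apiece) forms over 30 min at RT, then faces library compounds up to 110 uM for another 30 min; AlphaScreen beads added, 20 min dark incubation, luminescence read.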
Pol iota inh = qHTS for Inhibitors of Polymerase Iota | 1% of 390,000 active | Pol iota fluorescent replication assay, 10 min | Potency, µM (titrated, usually from 115 µM), for inactives: at the top dose activity, negative = inhibition, hits mostly inhibitors | DNA polymerase iota (Homo sapiens), Q9UNA4 | AID 588590, 2011
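Fluorescent replication assay read twice, at 0 min and 10 min after adding 50 nM (final) substrate. Enzyme (10 nM) and compounds were first incubated 15 min at room temperature; enzyme-free buffer wells were negative controls.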
APEX1 inh = qHTS Assay for Inhibitors of the Human Apurinic/apyrimidinic Endonuclease 1 (APE1); 0.35% of 350,000 active; DNA repair nuclease/redox regulator APEX1 (Homo sapiens), P27695; recombinant APE1, TAMRA/BHQ-2 abasic DNA cleavage fluorescence; Potency, µM (top dose mostly 65.8 µM), inactives show top-dose activity change, negative = inhibition, hits mostly inhibitors;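 also: plate controls were vehicle for no effect and reference inhibitor for full effect; nearly all actives have a fitted effect of over 55% in size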
Target sequence (P27695 whole entry, looked up): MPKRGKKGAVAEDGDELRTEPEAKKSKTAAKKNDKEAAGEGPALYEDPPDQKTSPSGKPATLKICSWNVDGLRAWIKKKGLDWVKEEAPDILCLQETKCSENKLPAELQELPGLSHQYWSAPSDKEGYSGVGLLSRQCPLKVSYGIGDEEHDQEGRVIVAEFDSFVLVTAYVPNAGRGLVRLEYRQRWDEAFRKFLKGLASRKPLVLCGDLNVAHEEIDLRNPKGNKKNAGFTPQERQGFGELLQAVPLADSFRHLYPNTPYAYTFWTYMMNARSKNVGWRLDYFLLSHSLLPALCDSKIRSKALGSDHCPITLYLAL
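Activity was derived from the fluorescence gain between first and third kinetic reads (60 s intervals, ex 525/em 598 nm) after 50 nM THF-abasic TAMRA/BHQ-2 duplex was added to 0.75 nM APE1 preincubated 15 min with compound.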
* marks the source's active call; other numbers are inactive results; ? = inconclusive; . = not tested or not shown; [ ] = dose if it differs, or a comment. Calls follow the shape of the dose curve; as a rule, active = well fitted curve in the direction sought with a large enough effect; inconclusive = small, poorly fitted or top-dose-only effect, or another doubt; inactive = no such curve, though single readings can be large; an effect the other way counts as inactive or inconclusive. Potency is read from the fitted curve at half-maximal effect. This is a subset; the hit share may differ from the screen's.

SMILES	POLK inh	G9a block	POLH inh	POLB inh	JMJD2A Tudor	BLM helicase inh	BAZ2B block	Pol iota inh	APEX1 inh
CS(=O)(=O)c1ccc2nc(NC(=O)Oc3ccccc3)sc2c1	-2%	-15%	6%	1%	-9%	-3%	-9%	1%	3%
O=C1Nc2ccccc2N(O)N1c1ccc(Cl)cc1	-12%	2%	-10%	22%	-3%	-1%	-17%	49%[activator]	0%
CCS(=O)(=O)N1CCc2cc(C(=O)Nc3cc(C)cc(C)c3)ccc21	0%	-32%[59 µM]	-2%	-10%	-4%	-6%	0%	39%[activator]	.
COc1cccc(NC(=O)Cn2c3ccc(F)cc3c3nc4n(c(=O)c32)CCS4)c1	1%	2%	-13%	35%	-1%	0%	-13%	25%	44%
COc1ccc2c(c1)CC/C2=N\OC(=O)c1ccccc1C	-29%	35%[59 µM]	8%	41%	5%	-4%	-1%	85%[activator]	-1%
Cn1c(=O)cnc2cnc(Oc3ccccc3)nc21	-2%[60.1 µM]	5%[12.7 µM]	.	.	.	5%	.	.	14%
COc1ccc(C(=O)Oc2cc(C)[nH]c(=O)c2[N+](=O)[O-])cc1	-6%	-16%	-2%	4%	-32%	3%	-2%	-31%	1%
N#CC(C#N)=C1C=CC=CN1/C(=C\c1ccco1)C(=O)c1ccccc1	-5%	18µM*	-18%	29%	-31%	-16%	0%	-15%	-5%
CCC12CCC3c4ccc(O)cc4CCC3C1CC(O)C2O (stereo not given)	-24%	.	-16%	.	-17%	.	.	19%	.
O=C(COC(=O)CNC(=O)c1ccc(Cl)cc1Cl)NCc1ccco1	2%	2%	-2%	.	3%	.	6%	6%	17%
COc1ccc(-c2nc(CS(=O)(=O)CC(=O)NCCc3cc(OC)ccc3OC)c(C)o2)cc1	-1%	16%[12.7 µM]	-12%	-19%	-35%	-1%	?	11%	5%
Cc1ccc(C)c2sc(N3CCN(C(=O)c4ccco4)CC3)nc12	-4%[60.1 µM]	?	-17%	-3%	-20%	-1%	-22%	-20%	.
Cc1cc(C)nc(SCc2ccc(C(=O)NNC(=O)Nc3cccc(Cl)c3)cc2)n1	-28%	-3%[59 µM]	-12%	-24%	-35%	-9%	-3%	?	4%
COC(=O)N=Nc1c(O)[nH]c2ccc(Br)cc12	-2%	7%	-16%	?	-25%	-7%	-3%	15%	-3%
COc1ccc(/C=N/NC(=O)c2cccc(C(F)(F)F)c2)cc1	6%	16%[59 µM]	-23%	?	-5%	-6%	-30%	185%[activator]	-5%
Cn1cc(S(=O)(=O)N2CCCC2)cc1C(=O)N1CCN(c2ccccc2)CC1	-12%	.	3%	-1%	-20%	-4%	6%	-10%	7%
COc1ccc(NC(=O)C2CCCN(S(C)(=O)=O)C2)cc1 (stereo not given)	1%	.	-4%	10%	-7%	1%	7%	25%	5%
C=CCn1c(SCC(=O)N2c3ccccc3Sc3ccccc32)nnc1-c1ccco1	-3%	?	-20%	-21%	-34%	-7%	?	52%[activator]	-1%
Cc1ccc(OCCC(=O)N(Cc2ccccc2)c2c(N)n(Cc3ccccc3)c(=O)[nH]c2=O)cc1	-6%	?	-2%	.	-16%	.	1%	16%	24%
COc1cc(CN2CCCC(CO)(Cc3ccccc3C)C2)cc2c1OCO2 (stereo not given)	-4%	7%	-22%	-25%	-33%	-1%	-21%	66%[activator]	7%
N#Cc1cccc(CN2C=NS(=O)(=O)c3ccccc32)c1	-10%	20%	-13%	-3%	-1%	0%	1%	-14%	37%
Cc1noc(C)c1CSCC(=O)Nc1ccc(S(C)(=O)=O)cc1	-4%	?	-4%	.	-12%	.	?	0%	11%
Cc1nc(N(C)C)c2sc(=S)n(C)c2n1	-4%	9%	-25%	8%	-11%	2%	-3%	12%	-2%
CCN1C(=O)c2ccccc2Sc2ccc(NC(=O)Cc3ccc(OC)c(OC)c3)cc21	-14%[60.1 µM]	6%[59 µM]	-10%	11%	-29%	-12%	-8%	-20%	.
CCOc1ccc(S(=O)(=O)N2CCOCC2)cc1NC(=O)C1CCC1	7%	7%	-14%	2%	-2%	-4%	-3%	-9%	3%
CCOC(=O)C1=C(C)NC(=O)NC1C(C)C (stereo not given)	-12%	.	17%	.	-9%	.	.	?	.
c1ccc2c(-c3nc(C4CCCCC4)no3)cc(-c3ccncc3)nc2c1	-9%	-47%[12.7 µM]	-20%	?	-29%	-4%	-20%	10%	7%
CCc1ccc(N2C(=O)CC(NNc3nc4ccccc4s3)C2=O)cc1 (stereo not given)	-4%	14µM*	-20%	10%	-20%	0%	-11%	11%	3%
Cc1onc(-c2ccccc2Cl)c1C(=O)Nc1cccc(-c2nc3ncccn3c2C)c1	-8%	13%	-4%	1%	-17%	-4%	-16%	-8%[58.9 µM]	-4%
COc1ccc2nc(C)cc(NCc3ccc(F)cc3)c2c1	-3%	?	-20%	39%	-11%	-13%	-3%	8%	-5%
NNC(=O)c1ccccc1OCc1ccccc1	-3%	7%	-12%	-7%	3%	-3%	-1%	5%	-2%
COc1ccc2oc(C(=O)NNC(=O)c3ccc(F)cc3)c(C)c2c1	-12%	14%[0.501 µM]	-9%	.	-23%	.	6%	18%	1%
Cc1cc(C)nc(SCCC(=O)Nc2ccccc2)n1	-8%	?	-5%	-2%	-1%	-2%	-1%	-9%	-1%
CCCCN(CC)C(=O)CSc1nc2n[nH]c(C)c2c(=N)n1-c1cccc(OC)c1	-15%[60.1 µM]	19%[59 µM]	-5%	-15%	?	-4%	-8%	18%	.
O=C1CCCN1C(=O)CCC(=O)N1CCCC1=O	-10%	34%[59 µM]	-19%	25%	-9%[11.4 µM]	-2%	-1%	12%	-3%
CCOC(=O)c1c(C)[nH]c(C)c1C(=O)COC(=O)C1CCCN1S(=O)(=O)c1ccccc1F (stereo not given)	-23%	50µM*	1%	1%	-25%	-5%	?	-5%	1%
COc1ccc(CNc2nc3ccc(C)cc3s2)c(OC)c1OC	12%	15%	-16%	2%	-6%	-6%	?	-25%	13%
COc1cc(C(=O)NCC(=O)Nc2c(C)cccc2C)ccc1OCC(=O)N1CCOCC1	-5%	.	6%	.	-11%	.	.	93%[activator]	-2%
CCc1c(C)nc2[nH]nc(-c3ccccc3C)n2c1=O	-6%	-21%[59 µM]	-7%	0%	-26%	6%	-5%	-9%	3%
CCC12CC3CC(C1)CC(C(=O)O)(C3)C2	-6%	19%[59 µM]	-11%	37%	-7%	-2%	.	-6%	-2%

Profiles, looked up by structure. Values in the order: POLK inh, G9a block, POLH inh, POLB inh, JMJD2A Tudor, BLM helicase inh, BAZ2B block, Pol iota inh, APEX1 inh
Record of COc1ccc2nc(C)cc(NCc3ccc(F)cc3)c2c1 : -3%, ?, -20%, 39%, -11%, -13%, -3%, 8%, -5%
Record of CCOC(=O)c1c(C)[nH]c(C)c1C(=O)COC(=O)C1CCCN1S(=O)(=O)c1ccccc1F (stereo not given) : -23%, 50µM*, 1%, 1%, -25%, -5%, ?, -5%, 1%
Record of CCN1C(=O)c2ccccc2Sc2ccc(NC(=O)Cc3ccc(OC)c(OC)c3)cc21 : -14%[60.1 µM], 6%[59 µM], -10%, 11%, -29%, -12%, -8%, -20%, .
Record of COc1cc(C(=O)NCC(=O)Nc2c(C)cccc2C)ccc1OCC(=O)N1CCOCC1 : -5%, ., 6%, ., -11%, ., ., 93%[activator], -2%

Some of these compounds in order of the POLK inh value, highest first:
| SMILES | POLK inh | G9a block | POLH inh | JMJD2A Tudor | BLM helicase inh | BAZ2B block | Pol iota inh | APEX1 inh |
| --- | --- | --- | --- | --- | --- | --- | --- | --- |
| C=CCn1c(SCC(=O)N2c3ccccc3Sc3ccccc32)nnc1-c1ccco1 | -3% | ? | -20% | -34% | -7% | ? | 52%[activator] | -1% |
| Cc1ccc(OCCC(=O)N(Cc2ccccc2)c2c(N)n(Cc3ccccc3)c(=O)[nH]c2=O)cc1 | -6% | ? | -2% | -16% | . | 1% | 16% | 24% |
| c1ccc2c(-c3nc(C4CCCCC4)no3)cc(-c3ccncc3)nc2c1 | -9% | -47%[12.7 µM] | -20% | -29% | -4% | -20% | 10% | 7% |

The list goes on:
SMILES	POLK inh	G9a block	POLH inh	POLB inh	JMJD2A Tudor	BLM helicase inh	BAZ2B block	Pol iota inh	APEX1 inh
CC1CN(C(=S)NC(=O)c2ccc(Cl)cc2)CC(C)O1 (stereo not given)	-10%	45µM*	-7%	-16%	-17%	-3%	-21%	-24%	11%
CCCCCCCC(=O)N/N=C/c1ccc(Br)cc1	0%	-9%[0.0925 µM]	0%	23%	-9%	2%	-1%	12%	12%
O=C(NCc1cccnc1)C(=O)Nc1ccc2c(c1)OCO2	1%	?	-23%	1%	-4%	1%	-11%	140%[activator]	-1%
NC(=NCCc1ccc(Cl)cc1)NS(=O)(=O)c1ccc(F)cc1	-7%	-10%[59 µM]	-21%	0%	-7%	2%	10%	8%	-4%
COc1ccc(C(=O)N=C2CCC(C#N)=C3c4cc(OC)c(OC)cc4CCN23)cc1	12%	23%	-7%	-2%	-32%	4%	0%	26%	1%
Cc1ccccc1-c1cncnc1N1CCN(C)CC1	2%[60.1 µM]	0%[0.501 µM]	.	.	.	3%	.	.	4%
O=C1CS/C(=N\C(=O)N2c3ccccc3Sc3ccccc32)N1	-15%	5.6µM*	-21%	-10%	?	-7%	?	-5%	0%
NCCSc1c(-c2ccccc2)[nH]c2ccccc12	-15%	-23%	-9%	-2%	?	4%	-16%	38%[activator]	-2%
